Bioassay records from PubChem.
PKA-R1A activ: activates the PKA-R1A holoenzyme complex; PKA-R1A dissociation, Cy5-IP20 fluorescence polarization; scaled: DMSO 0%, 113 µM cGMP 100%; hit rate 0.083% among 340,000; P00514+P68181; activation, % at 11.4 µM;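 active means percent activation above the mean of all tested compounds plus 3 SD, cut at about 19% in these data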;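 further: higher means more PKAc released from R1A so a rise in polarization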
phage Ecoli inh: E. coli growth loss with phage present; growth absorbance; inhibition, % at 11.9 µM; hit rate 0.26% among 360,000; AID 651602; in the data active means inhibition above about 11%
Starred values were filed as active, the others as inactive. A portion of the library; count on the stated rates, not on these rows.

PKA-R1A activ	phage Ecoli inh	Molecule
5.4	3.2	C[C@@H]1CNC(=O)c2c(C(=O)Nc3ccc(CNC(=O)OC(C)(C)C)cc3)ncn21
-9.8	1.4	COCOCCn1cc(CN2CCS(=O)(=O)N(Cc3ccc(-c4ccc(OC)nc4)cc3)C(C(C)C)C2=O)nn1 (stereo unspecified)
0.5	2.6	COc1ccc(-c2[nH]nc3nc(N4CCN(C(=O)c5ccoc5)CC4)cc(C(F)(F)F)c23)cc1
8.1	2.1	CN[C@H]1C[C@H]2c3cc(-c4ccccc4)ccc3CCN2C(=O)[C@H]1[C@H](C)O
-17.5	-1.7	O[C@@H]1CN(CC2CCCCC2)[C@@H](c2ccc(Cl)cc2)C[C@H]1n1cc(C2CC2)nn1
-0.5	5.8	CSc1ncnc2c1ncn2CCCNCc1ccccc1
0.7	3.2	C[C@@H]1CN([C@@H](C)CO)C(=O)CCCn2cc(nn2)CO[C@H]1CN(C)C(=O)CCCN(C)C
5.5	4.9	CCC[C@H]1CN(Cc2ccccc2)C(=O)[C@@H]1CC(=O)NC
3.0	1.3	Cc1ccc(-c2ccc3c(c2)O[C@H](CN(C)C(=O)CC2CC2)[C@H](C)CN([C@@H](C)CO)S3(=O)=O)cc1
-14.4	0.7	CCN(CC)C(=O)C1=C(C)N(Cc2ccc(F)cc2)C(=O)C(CC(=O)NC2CCCCC2)C1 (stereo unspecified)
6.3	3.8	Nc1ccn([C@@H]2O[C@H](CNC(=O)[C@H]3CCC(=O)N3)[C@@H](O)[C@H]2O)c(=O)n1
-9.6	0.9	COCC(=O)N(C)C[C@@H]1Oc2ncc(Br)cc2C(=O)N([C@@H](C)CO)C[C@H]1C

2 of the compounds above, with two lines to a compound:
Order of results: PKA-R1A activ, phage Ecoli inh
> Nc1ccn([C@@H]2O[C@H](CNC(=O)[C@H]3CCC(=O)N3)[C@@H](O)[C@H]2O)c(=O)n1
→ 6.3, 3.8
> COCC(=O)N(C)C[C@@H]1Oc2ncc(Br)cc2C(=O)N([C@@H](C)CO)C[C@H]1C
→ -9.6, 0.9

(further entries)
PKA-R1A activ	phage Ecoli inh	Molecule
-4.4	3.2	CCN(CC)C(=O)C1=C(C)N(CCCOC)C(=O)C(CC(=O)NCc2cccs2)C1 (stereo unspecified)
3.1	-1.3	C[C@@H]1CCCCO[C@H](CN(C)C(=O)Nc2ccc3c(c2)OCO3)[C@@H](C)CN([C@H](C)CO)C(=O)c2cc(NS(=O)(=O)c3ccc(F)cc3)ccc2O1
-6.5	1.5	CCCCCCN1C[C@H](n2cc(C3CC3)nn2)[C@@H](O)C[C@@H]1c1ccc(Cl)cc1
-3.3	4.2	C[C@H]1CN([C@@H](C)CO)C(=O)CCCn2cc(nn2)CO[C@@H]1CN(C)S(=O)(=O)c1ccccc1C#N
-3.4	3.4	C[C@@H]1CN([C@@H](C)CO)C(=O)CCCn2nncc2CO[C@@H]1CN(C)C(=O)CCC(F)(F)F
-6.2	5.1	O=C(c1ccccc1)N1CCN(c2cc(-c3ccccc3)nc3cc(-c4cccc(Cl)c4)nn23)CC1
-13.6	2.0	COC(=O)N(C)C[C@@H]1OCc2cnnn2CCCC(=O)N([C@H](C)CO)C[C@@H]1C
-3.1	3.5	COc1ccc(CN(C)C[C@@H]2OCCCC[C@H](C)Oc3ccc(NC(=O)Nc4ccc(F)cc4)cc3C(=O)N([C@H](C)CO)C[C@H]2C)cc1
11.5	4.5	C[C@@H]1CN([C@@H](C)CO)C(=O)CCCn2nncc2CO[C@H]1CN(C)C(=O)C1CCCCC1
-5.2	2.4	CCCCCCN1C[C@H](O)[C@@H](n2cc(COC(=O)c3ccccc3)nn2)C[C@@H]1c1ccccc1
-6.5	2.1	CN1C(=O)[C@H]2[C@@H](c3ccc(C(F)(F)F)cc3)N[C@]3(CCCN(Cc4ccc(F)cc4)C3=O)[C@H]2C1=O
-5.4	-0.2	Cc1noc(C)c1S(=O)(=O)N(C)C[C@H]1OCc2cnnn2CCCC(=O)N([C@H](C)CO)C[C@@H]1C

A different layout for some results above.
Compound | PKA-R1A activ | phage Ecoli inh
COC(=O)N(C)C[C@@H]1OCc2cnnn2CCCC(=O)N([C@H](C)CO)C[C@@H]1C | -13.6 | 2.0
C[C@@H]1CCCCO[C@H](CN(C)C(=O)Nc2ccc3c(c2)OCO3)[C@@H](C)CN([C@H](C)CO)C(=O)c2cc(NS(=O)(=O)c3ccc(F)cc3)ccc2O1 | 3.1 | -1.3
CN[C@H]1C[C@H]2c3cc(-c4ccccc4)ccc3CCN2C(=O)[C@H]1[C@H](C)O | 8.1 | 2.1

Additional entries:
PKA-R1A activ	phage Ecoli inh	Molecule
-7.5	1.7	C#CCN(C[C@@H]1[C@@H](OC(=O)NCc2ccco2)[C@@H](OC(=O)NCc2ccco2)Cn2c(=O)ccc(=O)n21)S(=O)(=O)c1ccc(C)cc1
3.6	2.3	Cc1ccc2nc3n(c(=O)c2c1)-c1cc2ccccc2cc1C(=O)NC3Cc1ccc(O)cc1 (stereo unspecified)
-2.9	4.5	CCN(CC)C(=O)C1=C(C)N(CCCN2CCCC2=O)C(=O)C(CC(=O)NC2CCCCC2)C1 (stereo unspecified)
5.3	2.3	Cc1ccc([C@H]2N[C@]3(CCCN(Cc4ccc(Cl)cc4)C3=O)[C@H]3C(=O)N(C)C(=O)[C@@H]23)cc1
-2.9	0.4	CC(C)C#Cc1cnc2c(c1)C(=O)N([C@@H](C)CO)C[C@@H](C)[C@H](CN(C)Cc1cccc(F)c1)O2
-5.8	4.8	O=C(C1CCCCC1)N1C[C@@H](n2cc(C3CC3)nn2)[C@H](O)C[C@@H]1c1ccc(Cl)cc1
-2.3	0.2	Cc1ccc(S(=O)(=O)N(C)C[C@@H]2OCCCC[C@@H](C)Oc3ccc(NS(=O)(=O)c4c(C)noc4C)cc3C(=O)N([C@H](C)CO)C[C@@H]2C)cc1
-5.2	3.4	O[C@@H]1CN(CC2CCCCC2)[C@@H](c2ccccc2)C[C@H]1n1cc(-c2ccc(F)cc2)nn1
-3.2	0.7	CC(C)CC1NC(=O)c2cccnc2-n2c1nc1ccccc1c2=O (stereo unspecified)
5.6	1.8	O[C@@H]1C[C@H](c2ccc(Cl)cc2)N(Cc2cccs2)C[C@H]1n1cc(-c2ccc(F)cc2)nn1
2.7	1.7	COc1cccc(S(=O)(=O)N(C)C[C@H]2Oc3ncc(Br)cc3C(=O)N([C@@H](C)CO)C[C@@H]2C)c1
7.2	-0.6	C#CCN(C[C@H]1[C@H](OC(=O)NCc2ccccc2)[C@H](OC(=O)NCc2ccccc2)C[C@@H](C(=O)OC)[C@H]1C(=O)OC)S(=O)(=O)c1ccc(C)cc1

Reformatted tab-delimited: entries from further up
Molecule	PKA-R1A activ	phage Ecoli inh
C[C@@H]1CN([C@@H](C)CO)C(=O)CCCn2nncc2CO[C@@H]1CN(C)C(=O)CCC(F)(F)F	-3.4	3.4
O=C(c1ccccc1)N1CCN(c2cc(-c3ccccc3)nc3cc(-c4cccc(Cl)c4)nn23)CC1	-6.2	5.1

New compounds follow.
PKA-R1A activ	phage Ecoli inh	Molecule
-7.4	0.4	CSC[C@H]1CN(Cc2ccccc2)C(=O)[C@@H]1CC(=O)Nc1ccccc1
-5.3	-2.8	CCN1C(=O)[C@H]2[C@@H](c3ccc(OC)cc3)N[C@]3(CCCN(Cc4ccc(Br)cc4)C3=O)[C@H]2C1=O
-6.7	2.4	Cc1ccc2c(=O)n3c(nc2c1)C(CC(C)C)NC(=O)c1cccnc1-3 (stereo unspecified)
4.0	-0.7	C[C@H]1CN([C@@H](C)CO)C(=O)CCCn2cc(nn2)CO[C@@H]1CN(C)C(=O)Nc1cccc2ccccc12
-13.4	3.5	CCCCCCN1C[C@H](O)[C@@H](n2cc(C3CC3)nn2)C[C@@H]1c1ccc(Cl)cc1
-0.4	-0.4	CCCCCC(=O)N1C[C@@H](n2cc(-c3ccc(F)cc3)nn2)[C@H](O)C[C@@H]1c1ccc(C)cc1
9.8	1.4	C[C@H]1CCCCO[C@H](CN(C)CC2CCCCC2)[C@@H](C)CN([C@@H](C)CO)C(=O)c2cc(NS(=O)(=O)c3ccccc3)ccc2O1
1.5	4.5	C[C@H](CO)N1C[C@H](C)[C@@H](CN(C)C(=O)NC2CCCCC2)Oc2ncc(Br)cc2C1=O
2.6	2.3	CCC1NC(=O)c2cc3ccccc3cc2-n2c1nc1ccc(F)cc1c2=O (stereo unspecified)
-3.1	0.1	O=C1NC(Cc2ccc(O)cc2)c2nc3cc(Cl)ccc3c(=O)n2-c2ncccc21 (stereo unspecified)
-10.1	-0.2	CN(Cc1ccccc1)C(=O)c1[nH]cnc1C(=O)Nc1ccc(Br)cc1F
-6.7	1.5	CCC(C)C(CO)NCCCn1cnc2c(SC)ncnc21 (stereo unspecified)
-1.3	1.8	COCCNC(=S)N(C)[C@H]1C[C@H]2c3cc(Oc4ccccc4C)ccc3CCN2C(=O)[C@H]1[C@H](C)O
-7.8	5.6	C[C@@H]1CN([C@@H](C)CO)C(=O)CCCn2nncc2CO[C@H]1CN(C)S(=O)(=O)c1ccc(F)cc1
-2.1	-1.8	COC(=O)N(C)C[C@@H]1OCc2cnnn2CCCC(=O)N([C@@H](C)CO)C[C@@H]1C
-8.2	-0.9	Cc1cc(C)c2c(=O)n3c(nc2c1)C(CC(C)C)NC(=O)c1cc2ccccc2cc1-3 (stereo unspecified)
-7.1	0.6	O=C(c1cccs1)N1C[C@@H](n2cc(C3CC3)nn2)[C@H](O)C[C@@H]1c1ccc(Cl)cc1
3.0	2.1	O=C(C[C@H]1C(=O)N(CCc2ccccc2)C[C@@H]1Cc1ccccc1)Nc1ccc(Br)cc1
-4.6	2.2	O=C(O)c1cccc2c1C(=O)c1ccc(N3CCN(Cc4ccc5c(c4)OCO5)CC3)cc1S2(=O)=O
-1.7	1.2	CCCCCCN1CCN(C2CN(Cc3ccc([N+](=O)[O-])cc3)S(=O)(=O)C2)CC1 (stereo unspecified)
-4.5	2.7	Cc1cccc(N2CCN(C(=O)COc3noc4nc(C)cc(C)c34)CC2C)c1 (stereo unspecified)
-2.4	1.0	O=C(c1ccco1)N1CCN(C2CN(Cc3ccc([N+](=O)[O-])cc3)S(=O)(=O)C2)CC1 (stereo unspecified)
10.6	4.9	CCN(CC)C(=O)C1=C(C)N(CCCN2CCCC2=O)C(=O)C(CC(=O)NC2CC2)C1 (stereo unspecified)
-7.6	0.2	C[C@@H]1CN([C@@H](C)CO)C(=O)CCCn2nncc2CO[C@@H]1CN(C)S(=O)(=O)c1ccc(-c2ccccc2)cc1
2.5	4.0	O=C(c1cccs1)N1C[C@H](n2cc(C3CC3)nn2)[C@@H](O)C[C@@H]1c1ccccc1
1.0	4.1	C[C@H]1CCCCO[C@H](CN(C)Cc2ccncc2)[C@@H](C)CN([C@@H](C)CO)C(=O)c2cc(NS(=O)(=O)c3ccccc3)ccc2O1
-5.3	2.0	Cc1cccc(CN(C)C[C@H]2OCc3cnnn3CCCC(=O)N([C@H](C)CO)C[C@@H]2C)c1
-1.2	1.1	C[C@H](CO)N1C[C@H](C)[C@@H](CN(C)C(=O)c2cnccn2)Oc2ncc(Br)cc2C1=O
1.4	3.7	CN(C)c1ccc(/C=C/CNC[C@H]2O[C@@H](n3ccc(N)nc3=O)[C@H](O)[C@@H]2O)cc1
2.4	-4.4	COc1ccc([C@H]2C[C@H](n3cc(COC(=O)c4ccccc4)nn3)[C@@H](O)CN2Cc2cccs2)cc1
-11.0	0.1	C[C@@H]1CN([C@@H](C)CO)C(=O)c2cc(N(C)C)ccc2O[C@@H](C)CCCCO[C@@H]1CN(C)Cc1ccc2c(c1)OCO2
1.9	3.0	C[C@H]1CN([C@@H](C)CO)S(=O)(=O)c2ccc(Br)cc2O[C@H]1CN(C)C(=O)CCN1CCCCC1
-6.4	3.0	C[C@@H]1CN([C@@H](C)CO)C(=O)c2c(c3ccccc3n2C)-c2ccccc2CO[C@H]1CN(C)S(=O)(=O)c1ccc(C(F)(F)F)cc1
-2.4	-0.1	C[C@H]1CN([C@@H](C)CO)C(=O)c2cc(Br)cnc2O[C@H]1CN(C)C(=O)c1cnccn1
7.1	-1.8	COc1ccc([C@H]2C[C@@H](O)[C@H](n3cc(-c4ccc(F)cc4)nn3)CN2C(=O)C2CCCCC2)cc1
4.4	5.7	COc1ccc(NC(=O)C[C@H]2C(=O)N(Cc3ccccc3)C[C@@H]2c2ccc(OC)cc2)cc1
6.0	2.3	Cc1cn([C@H]2C[C@H](O)[C@@H](CNCc3ccccc3OCCCN3CCOCC3)O2)c(=O)[nH]c1=O
-7.0	4.0	CNC(=O)C[C@H]1C(=O)N(CCc2ccccc2)C[C@@H]1CSC
-15.9	2.6	C[C@H](CO)N1C[C@H](C)[C@@H](CN(C)S(=O)(=O)c2ccc3c(c2)OCCCO3)OCc2cnnn2CCCC1=O
-8.7	2.9	CNC[C@@H]1Oc2cc(Br)ccc2S(=O)(=O)N([C@@H](C)CO)C[C@@H]1C
-10.3	1.2	C[C@H]1COC[C@@H](C/C=C/c2ccccc2)N1c1ccccc1
-7.2	3.0	C[C@H](CO)N1C[C@H](C)[C@H](CN(C)S(=O)(=O)c2ccccc2C#N)OCc2cnnn2CCCC1=O
-13.7	1.4	O=c1c2cc(F)ccc2sn1-c1ccccc1Cl
-1.4	1.2	COc1ccc(S(=O)(=O)Nc2ccc3c(c2)[C@H]2C[C@H](CC(=O)NCC4CC4)O[C@@H](CO)[C@H]2O3)cc1

One compound at a time, from the list above. Order of values: PKA-R1A activ | phage Ecoli inh
Entry for COc1ccc(S(=O)(=O)Nc2ccc3c(c2)[C@H]2C[C@H](CC(=O)NCC4CC4)O[C@@H](CO)[C@H]2O3)cc1 : -1.4 | 1.2
Entry for O=c1c2cc(F)ccc2sn1-c1ccccc1Cl : -13.7 | 1.4
Entry for C[C@H]1COC[C@@H](C/C=C/c2ccccc2)N1c1ccccc1 : -10.3 | 1.2
Entry for CNC(=O)C[C@H]1C(=O)N(CCc2ccccc2)C[C@@H]1CSC : -7.0 | 4.0
